Screening data from PubChem.
Nrf2 activator – qHTS of Nrf2 Activators. 410,000 compounds, 0.31% hits. AREc32 ARE-luciferase reporter (MCF7-derived line), luminescence, 24 h. Potency, µM (highest dose often 46.1 µM), for the others: top-dose activation, hits mostly activators; note: potency is the fitted concentration of half-maximal effect; % of control where 0% means no effect; nearly all actives have a fitted effect of over 65% in size
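Reporter line AREc32 (ARE-Fluc), seeded overnight in OPTI-MEM with 5% FBS; compound pin-transferred, 24 hr at 37 deg C, 5% CO2; luminescent read-out.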
A549 viability – Nrf2 qHTS screen for inhibitors: counterscreen for cytotoxicity; A549 ARE-Fluc cells, CellTiter-Fluor viability, 18-24 h; Potency, µM (titrated, usually from 46 µM), without a hit: top-dose activity change, negative = cytotoxicity, usual class: inhibitors; 390,000 compounds, 0.16% hits; AID 504648, 2011; note: potency is the fitted concentration of half-maximal effect; % is set by controls: 0 for no effect and ±100 for the full control effect
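A549 ARE_Fluc cells in 5% FBS OPTI-MEM were exposed to compounds in concentration-response for 18-24 h at 37 deg C. Viability was read by CellTiter-Fluor fluorescence (Ex 405/Em 525) after 30 min, before the luciferase read.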
TGFb inhibitor – qHTS for Inhibitors of TGF-b | HepG2 CAGA-GFP TGF-b/SMAD3 reporter, GFP fluorescence, 18 h; TGF-beta stimulated, 500 pg/mL final | Potency, µM (series often up to 46.1 µM), for inactives: at the top dose activity, negative = inhibition, hits mostly inhibitors | 410,000 compounds, 1.2% hits | AID 588855, 2011; note: potency is the fitted concentration of half-maximal effect; % is set by controls: 0 for no effect and ±100 for the full control effect; nearly all actives have a fitted effect of over 65% in size
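Read-out: total well GFP (ex488/em500-530) summed from mean per-cell fluorescence. Cells: HEPG2 CAGA-GFP, 1% FBS DMEM, 18 h at 37 degrees C with 500 pg/mL final TGF-beta. Unstimulated wells served as the full-inhibition control; stimulated DMSO wells = 0%.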
HepG2 tox – qHTS for Inhibitors of TGF-b: Cytotox Counterscreen; AID 588856, 2011; HepG2 CAGA-GFP viability, ATP luminescence, 18 h; 410,000 compounds, 0.76% hits; Potency, µM (series often up to 46.1 µM), for the others: at the highest dose activity change, negative = cytotoxicity, usual class: cytotoxic; note: potency is the fitted concentration of half-maximal effect; some results filed as inactive show a strong effect at the top dose
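CellTiter-Glo luminescence gave cytotoxicity after 18 hours at 37 degrees C. The cells were HepG2 CAGA-GFP in 1% FBS DMEM, stimulated with 500 pg/mL TGF-beta after compound addition. %Activity was normalised to no-cell wells (complete cell-killing) and DMSO (no toxicity), and curves were fitted and classified.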
Akt phos inh – HTS Assay for Inhibitors of Akt Phophorylation: Primary Screen | Neuro2A IGF-stimulated pAkt S473 HTRF, 20 min; active compounds read low | activity change, % for hits at 50 µM | 360,000 compounds, 0.32% hits | AID 651550, 2012; in the data active = activity change below about -80%; inconclusive = mostly about -51% to -80%; note: % is set by controls: 0 for no effect and ±100 for the full control effect
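Single-point screen (50 µM final compound) in Neuro2A cells stimulated 20 min with 6 nM IGF at 37 deg C. After lysis, Ser473-phosphorylated Akt read by HTRF (ex 330 nm, em 615/665 nm) as the 665/615 ratio.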
Nrf2 inh – Nrf2 qHTS screen for inhibitors; A549 ARE-Fluc reporter, luciferase luminescence, 18-24 h; Potency, µM (series often up to 46 µM), inactives show at the highest dose activity change, negative = inhibition, most hits filed as inhibitors; 360,000 compounds, 2.1% hits; note: potency is the fitted concentration of half-maximal effect; % is set by controls: 0 for no effect and ±100 for the full control effect; nearly all actives have a fitted effect of over 60% in size
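Concentration-response testing used A549 ARE_Fluc cells at 5000 cells/well. Following an 18-24 h compound incubation, viability was read by fluorescence (Ex 405/Em 525) and luciferase output by luminescence.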
ATXN viability – Viability Counterscreen for Primary qHTS for Inhibitors of ATXN expression. S2 cells (HEK-293 line with an ATXN2-luciferase reporter) viability, CellTiter-Fluor protease fluorescence, 24 h. Potency, µM (titrated, usually from 56.7 µM), most hits filed as cytotoxic. 400,000 compounds, 0.49% hits. AID 651635, 2014; note: potency is the fitted concentration of half-maximal effect; nearly all actives have a fitted effect of over 40% in size
MmCpn inh – Inhibitors of TCP-1 ring complex (TRiC) of Methanococcus maripaludis (MmCpn): qHTS. purified Mm-Cpn ATPase, ADP Transcreener TR-FRET. Potency, µM (highest dose often 76.9 µM), inactives show top-dose activity, negative = inhibition, hits mostly inhibitors. Chaperonin Mm-Cpn (Methanococcus maripaludis). 330,000 compounds, 0.031% hits; note: potency is the fitted concentration of half-maximal effect; % is set by controls: 0 for no effect and ±100 for the full control effect; nearly all actives have a fitted effect of over 80% in size
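ATPase read-out: TR-FRET ADP immunoassay (anti-ADP Eu cryptate vs ADP-d2), ex 320 nm, em 590/665 nm; signal drops as ADP forms. Enzyme 25 nM, ATP 10 uM, 30 min at 37°C after 10 min compound preincubation.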
CCT chaperon mod – High-Throughput Screening for Modulators of Cytosolic Chaperonin Activity; activity change, % (concentration not given with the values), hits read low; 360,000 compounds, 0.3% hits; purified chaperonin ATPase assay, HTRF ADP detection, 30 min; in the data active = activity change below about -30%; note: % is set by controls: 0 for no effect and ±100 for the full control effect
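TRiC (40 or 20 nM final, by batch activity) in 30 mM Tris pH 7.4, 100 mM KCl, 5 mM MgCl2, 1 mM DTT was treated with compound at 76 uM single dose, then 10 uM ATP, 30 min at 37 °C. ADP was read by HTRF Transcreener.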
* = called active by the depositor; i = inactive; ? = inconclusive; nt = no result given. Unless noted, calls come from the whole dose curve; as a rule, active = well fitted curve in the direction sought with a large enough effect; inconclusive = small, poorly fitted or top-dose-only effect, or another doubt; inactive = no such curve, though single readings can be large; an effect the other way counts as inactive or inconclusive. Rows are unselected (roughly 4.4% active in at least one column).

Sample of the layout:
SMILES	Nrf2 activator	A549 viability	TGFb inhibitor	HepG2 tox	Akt phos inh	Nrf2 inh	ATXN viability	MmCpn inh	CCT chaperon mod
CCOC(=O)c1oc2cc(O)ccc2c(=O)c1-c1ccc(OC)cc1	5.8%	-2%	24%	0%	i	?	i	-1%	-5.3
O=C(Nc1cccc2c1CCCC2)c1cc([N+](=O)[O-])cc([N+](=O)[O-])c1	0.6%	-10%	-6%	1%	i	0%	?	1%	-1.6
COc1cc(/C=C/c2sc3ccccc3[n+]2CCCS(=O)(=O)[O-])ccc1O	0.3%	12µM*	?	-20%	i	?	nt	-16%	-3.6

Results, repeating the preview:
SMILES	Nrf2 activator	A549 viability	TGFb inhibitor	HepG2 tox	Akt phos inh	Nrf2 inh	ATXN viability	MmCpn inh	CCT chaperon mod
CCOC(=O)c1oc2cc(O)ccc2c(=O)c1-c1ccc(OC)cc1	5.8%	-2%	24%	0%	i	?	i	-1%	-5.3
O=C(Nc1cccc2c1CCCC2)c1cc([N+](=O)[O-])cc([N+](=O)[O-])c1	0.6%	-10%	-6%	1%	i	0%	?	1%	-1.6
COc1cc(/C=C/c2sc3ccccc3[n+]2CCCS(=O)(=O)[O-])ccc1O	0.3%	12µM*	?	-20%	i	?	nt	-16%	-3.6
O=C(N/N=C/c1ccc(Cl)cc1)C(=O)N1CCCCCC1	2.4%	1%	-6%	7%	i	7%	i	2%	-0.8
Cc1ccc(C)c(NC(=O)c2nnn(Cc3ccccc3)c2N)c1	-0.9%	nt	-1%	-3%	i	?	i	-10%	-2.0
O=C(Nc1nc2ccc(S(=O)(=O)N3CCCC3)cc2s1)c1ccccn1	0.2%	-4%	-1%	-8%	i	?	?	1%	0.0
CCC(NC(=S)NCc1ccc(F)cc1)c1ccc(C)cc1 (stereo unspecified)	-0.7%	17%	?	-48%	i	-8%	i	1%	-2.4
Cn1cc(S(=O)(=O)N2CCCCCC2)cc1C(=O)NCc1ccccc1Cl	3.5%	-2%	5µM*	1%	nt	nt	i	nt	nt
CC(C)(C)C(=O)N1CCN(c2ccc(NC(=O)c3ccc([N+](=O)[O-])o3)cc2)CC1	?	-17%	7.1µM*	-58%	i	?	?	-1%	-0.1
CCCn1c(NC(=O)CN2C(=O)NC3(CCCCC3)C2=O)nc2ccccc21	0.0%	2%	-29%	-2%	i	0%	i	1%	-1.9
O=C(CSc1nnc(C2CC2)n1C1CC1)Nc1cccc(Br)c1	-0.4%	6%	-15%	0%	i	-13%	i	0%	3.1
Cc1ccc(S(=O)(=O)N2CCN(C(C)CC(=O)O)CC2)cc1 (stereo unspecified)	-0.6%	2%	7%	0%	i	1%	i	-4%	-1.7
CCCC(=O)Nc1nnc(CCN2CCCCC2)s1	0.1%	27%	-9%	-4%	i	4%	i	-1%	-0.1
CCOC(=O)c1cc(-c2ccccc2)nn1CC1CC(c2cccnc2)=NO1 (stereo unspecified)	-0.5%	-7%	-18%	1%	i	2%	i	nt	-1.3
CCOC(=O)N1CCN(c2nc(-c3ccccc3)c3cc(C)ccc3n2)CC1	-0.6%	?	-10%	-3%	i	?	nt	-2%	0.7
CCn1nc(NC(=O)c2ccccc2)c2cc3cccc(C)c3nc21	0.0%	2%	-2%	-7%	i	-14%	nt	0%	0.2
Cc1ccc(C(=O)Cn2c(N3CCOCC3)nc3c2c(=O)n(C)c(=O)n3C)cc1	0.1%	0%	8%	7%	i	4%	i	0%	1.2
COc1ccc(/C(O)=C2/C(=O)C(=O)N(CCCN3CCOCC3)C2c2ccc(Cl)cc2)cc1 (stereo unspecified)	0.6%	nt	4%	0%	i	nt	i	nt	1.5
CCOC(=O)C1=C(C)C2C3C(=O)N(c4ccccc4C)C(=O)C3C1(C)C1C(=O)N(c3ccccc3C)C(=O)C21 (stereo unspecified)	-0.2%	15%	-1%	-25%	i	?	i	0%	0.8
Cc1cc(-c2nc3ccccc3o2)c2ccccc2n1	16%	4%	0%	-14%	i	3%	i	-1%	-1.0
c1ccc(CSc2nnc(-c3ccccc3)c(-c3ccccc3)n2)cc1	3.5%	15%	-5%	-35%	i	0%	i	nt	-1.5
Cc1c(CNCCc2ccc(S(N)(=O)=O)cc2)c(C(=O)O)c(C)n1Cc1ccc(Cl)cc1	-0.7%	-7%	2%	1%	nt	16%	i	nt	nt
O=C(CSc1nc2ccccc2o1)N/N=C/c1ccccc1C(=O)O	0.3%	1%	-2%	0%	i	9%	i	-2%	-2.3
O=C(COC(=O)/C=C/c1ccc(C(F)(F)F)cc1)NC1CCCC1	-0.2%	4%	-18%	-22%	i	13%	i	-1%	-3.5
CCN1CCN(C(=O)C(C)Sc2nnc3nc(C)cc(C)n23)CC1 (stereo unspecified)	0.6%	1%	-3%	-22%	i	-10%	i	0%	1.2

(cont.)
SMILES	Nrf2 activator	A549 viability	TGFb inhibitor	HepG2 tox	Akt phos inh	Nrf2 inh	ATXN viability	MmCpn inh	CCT chaperon mod
c1ccc2c(CN3CCOCC3)c3ccccc3c(CN3CCOCC3)c2c1	-0.3%	-3%	3%	1%	i	7%	i	-4%	0.0
CC(=O)C1=NOC(CNC(=O)c2c(-c3ccccc3Cl)noc2C)C1 (stereo unspecified)	-1.5%	?	-4%	-45%	i	nt	i	-1%	-0.2
Cc1cccc2sc(N3CCN(C(=O)C4COc5ccccc5O4)CC3)nc12 (stereo unspecified)	-0.4%	-18%	?	-15%	i	?	i	-2%	-0.7
COc1ccc2c(C)c(CCC(=O)NC3CC3)c(=O)oc2c1C	2.8%	1%	1%	-3%	i	3%	i	-6%	-4.3
CN(C)c1ccc(/C=N/NC(=S)NCc2ccco2)cc1	1.0%	14%	-16%	-23%	i	-3%	i	-3%	-3.1
COc1ccc(C(=O)Oc2ccc(/C=N/Nc3ccc(Cl)c(C(=O)O)c3)cc2OC)cc1	-0.6%	-5%	12%	-3%	i	13%	i	1%	-0.6
N#Cc1ccc(C(=O)CSc2n[nH]c(=O)n2-c2cccnc2)cc1	0.6%	0%	0%	0%	i	9%	nt	?	0.4
CCOc1ccc2nc(SCC(=O)NC3CC3)sc2c1	-0.5%	-8%	5%	-14%	i	?	i	1%	2.0
CCOC(=O)c1[nH]c2ccc(OC)cc2c1NC(=O)CN1CCC2(CC1)OCCO2	-0.6%	-14%	0%	-10%	i	10%	i	-4%	-4.0
COC(=O)c1ccc(Cn2c(C)c(C(=O)NCc3ccc(C#N)cc3)sc2=O)o1	2.1%	nt	-10%	0%	i	nt	i	nt	-2.6
COc1cccc(NC(=O)COc2ccccc2C(N)=O)c1	-0.1%	-5%	-12%	-23%	i	?	i	1%	0.0
O=c1c(C(c2ccc(O)cc2)c2c(O)nc3n(c2=O)CCS3)c(O)nc2n1CCS2	0.4%	9%	-3%	-7%	i	9%	i	-1%	1.7
CC(=O)C1=CCC(c2ccccc2F)N(S(=O)(=O)c2ccc(C)cc2)C1 (stereo unspecified)	28%	nt	-10%	4%	i	nt	?	nt	0.7
Cc1ccc(NC(=O)[C@H](Cc2ccccc2)N2Cc3ccccc3C2=O)cc1F	-0.3%	-9%	-16%	3%	nt	1%	?	nt	nt
O=C1NC(=O)C(Cc2c[nH]c3ccccc23)N1 (stereo unspecified)	-0.3%	-1%	?	0%	i	-10%	i	0%	-2.5
Nn1c(-c2ccccc2Cl)nnc1-c1ccccc1Cl	13%	-11%	-3%	-12%	i	4%	i	-3%	0.8
COc1ccc(CC(C(=O)Nc2cccc(F)c2)c2nn[nH]n2)c(OC)c1 (stereo unspecified)	-0.7%	-4%	?	6%	i	24%	?	-2%	-1.1
Cc1nc(N2CCC(C)CC2)c2c(C)c(C(=O)Nc3ccc4c(c3)OCCO4)sc2n1	-0.2%	-2%	-17%	-25%	nt	-12%	i	-3%	0.8
CN(CC(=O)Nc1ccc(F)c(F)c1F)C(=O)C1CCCO1 (stereo unspecified)	0.0%	0%	16%	-6%	i	7%	i	1%	1.4
Fc1ccc(-c2cc3nc(-c4ccccc4)cc(N4CCN(CCN5CCOCC5)CC4)n3n2)cc1	-0.2%	-28%	7%	-1%	i	?	?	-3%	-6.1
CCN1CCN(C(=O)c2cc3cc([N+](=O)[O-])ccc3oc2=O)CC1	1.6%	-9%	8%	-37%	i	-14%	i	-3%	-0.6
CCN1CCN(C(=O)C(=O)c2c(C)[nH]c3ccccc23)CC1	0.2%	1%	2%	3%	i	4%	i	-7%	1.4
COc1ccc(OC)c(CCNC(=O)c2ccc(CS(=O)(=O)c3ccc(Br)cc3)o2)c1	0.1%	2%	?	3%	i	-14%	?	-1%	-0.2
CCc1ccc([C@H]2[C@@H]3C(=O)C[C@@H]4C(=O)N(CC)C(=O)[C@@H]4[C@@H]3CN2S(=O)(=O)c2ccc(C)cc2)cc1	-1.2%	nt	-23%	-5%	i	nt	i	nt	-0.7
O=C(CCNS(=O)(=O)c1ccc2c(c1)CCC(=O)N2)NCc1cccnc1	-0.3%	?	18%	2%	i	4%	i	1%	-1.9
CN(C(=O)Nc1ccc(F)cc1)[C@H]1C[C@H]2c3[nH]c4ccccc4c3CCN2C(=O)[C@H]1CO	4.5%	nt	-8%	-22%	i	nt	i	nt	-19
COc1cccc(C2c3c(oc4ccccc4c3=O)C(=O)N2CCCN(C)C)c1OC (stereo unspecified)	17%	-3%	1%	0%	i	7%	i	1%	-0.9
CCN(CC)S(=O)(=O)c1cccc(C(=O)Nc2ccc(C#N)cc2)c1	0.2%	-27%	?	-14%	i	?	i	0%	-1.7
CCn1c(O)c(N=NC(=O)CNC(=O)c2cccnc2)c2ccccc21	3.6%	nt	3%	6%	i	nt	i	nt	0.9
